Screening results: PubChem, several laboratories
MsrA inhibitor = inhibits bovine methionine sulfoxide reductase A | purified bovine MsrA, absorbance read-out | inhibition, % at 15.5 µM | 0.75% of 360,000 active; in the data active = inhibition above about 4.5%;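 also: 0% = vehicle wells with enzyme and 100% = reference inhibitor wells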
FAS TE block = FAS thioesterase (human) inhibition | 0.67% of 360,000 active | inhibition, % at 15 µM | P49327 | recombinant FAS-TE, OMFH fluorogenic substrate, fluorescence endpoint | AID 602261;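 active = compounds whose normalised, plate-corrected inhibition of enzyme fluorescence in the single-dose primary screen is 50% or more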;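 also: 0% = DMSO with enzyme and 100% = substrate without enzyme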
CendR NRP1 mod = alters CendR peptide binding to human NRP-1; 0.85% of 360,000 active; O14786; inhibition, % at 25 µM; FAM-RPARPAR peptide binding to NRP-1, fluorescence polarization;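 active = inhibition or corrected inhibition above about 18%, plus a signal ratio from 0.5 to 1.5, limit read from the data, passing the limit was not always enough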; also: strong numbers were not always called active
MsrA act = activators of bovine methionine sulfoxide reductase A; purified bovine MsrA, absorbance read-out; activation, % at 10.6 µM; 0.3% of 360,000 active; in the data active = activation above about 7.5%;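 also: 0% = vehicle and 100% = reference activator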
MT1-MMP act inh = blocks activation of human MT1-MMP. P50281. HT1080 RFP-PRO-GFP cells, GFP/RFP ratio fluorescence, overnight; percent of plate control window, DMSO zero. GFP/RFP ratio change, % at 20 µM. 0.061% of 360,000 active;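 active = GFP/RFP ratio change of at least 30% with cell ATP level not reduced by more than half and red fluorescence within 50% of control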; also: strong numbers were not always called active
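Assay system – RFP-PRO-GFP reporter HT1080 cells · Compound dosing – single dose of 20 µM compound, 1% DMSO final · Incubation – overnight compound exposure at 37 °C · Measure – GFP/RFP fluorescence ratio · Benchmarks – DMSO wells and RFP-L50D-GFP cells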
SKN-1 block = C. elegans SKN-1 inhibition; C. elegans VP596 Pgst-4::GFP/RFP ratio, acrylamide-induced, 24 h; inhibition, % at 21.8 µM; 0.49% of 360,000 active; AID 624304;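 active = interference check ratio from 0.5 to 1.5 plus GFP to RFP signal ratio inhibition reaching or exceeding a fixed threshold, cut at about 30% in these data, passing the limit was not always enough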; also: some compounds called inactive have numbers as strong as hits
MLLE-PAM2 inh = blocks PAM2 peptide binding to the PABP1 MLLE domain. GST-MLLE / FITC-PAM2 fluorescence polarization. inhibition, % at 20 µM. 0.36% of 360,000 active. AID 588489; in the data active = inhibition above about 35%, passing the limit was not always enough;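 also: plate controls were DMSO wells with GST-MLLE for no effect and wells lacking GST-MLLE protein for full effect; some results filed as inactive read as strong as hits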
Target sequence (P11940 whole entry, looked up, the tested form may be a part): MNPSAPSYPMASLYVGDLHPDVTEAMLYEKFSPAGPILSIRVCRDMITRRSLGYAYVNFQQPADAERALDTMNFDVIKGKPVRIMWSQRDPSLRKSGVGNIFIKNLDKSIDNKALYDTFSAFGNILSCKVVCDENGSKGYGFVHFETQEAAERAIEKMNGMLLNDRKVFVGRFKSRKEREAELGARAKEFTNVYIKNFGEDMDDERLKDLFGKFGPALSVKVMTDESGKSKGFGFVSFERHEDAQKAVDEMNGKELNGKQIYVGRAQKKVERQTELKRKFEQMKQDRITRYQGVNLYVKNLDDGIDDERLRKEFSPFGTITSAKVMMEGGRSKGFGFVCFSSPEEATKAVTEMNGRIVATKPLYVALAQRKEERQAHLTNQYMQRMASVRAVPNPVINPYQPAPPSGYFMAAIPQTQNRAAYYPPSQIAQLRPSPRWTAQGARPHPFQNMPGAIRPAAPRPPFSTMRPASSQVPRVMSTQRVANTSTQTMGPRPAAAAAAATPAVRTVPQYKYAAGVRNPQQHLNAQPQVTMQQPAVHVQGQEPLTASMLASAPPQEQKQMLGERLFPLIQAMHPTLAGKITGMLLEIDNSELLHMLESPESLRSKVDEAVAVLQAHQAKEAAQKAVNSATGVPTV
Tb MetRS inh = Trypanosoma brucei MetRS inhibition. purified T. brucei MetRS, ATP depletion, Kinase-Glo luminescence. inhibition, % at 11.9 µM. 0.4% of 360,000 active. AID 624268;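 active = inhibition above a per-plate cutoff of the control wells' mean inhibition plus 3 SD, cut at about 5.5% in these data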;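 also: 0% = DMSO wells median and 100% = median of wells with control inhibitor compound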
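Test system – parasite MetRS enzyme · Reagent – substrates ATP, L-methionine and bulk Escherichia coli tRNA · Doses – 11.9 µM compound single dose, 0.9% DMSO · Times – 15 min enzyme-compound preincubation, 2 h reaction, 10 min detection, 25 °C · Signal – Kinase-Glo luminescence, ATP depletion format · Controls – DMSO-only wells as low control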
E coli Lon inh = inhibitors of E. coli Lon protease; purified E. coli Lon protease, fluorescence polarization; inhibition, % at 7.94 µM; 0.42% of 360,000 active; P0A9M0; in the data active = inhibition above about 13%, passing the limit was not always enough;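 also: 0% = enzyme with probe and DMSO and 100% = no enzyme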
* = called active by the depositor.

SMILES	MsrA inhibitor	FAS TE block	CendR NRP1 mod	MsrA act	MT1-MMP act inh	SKN-1 block	MLLE-PAM2 inh	Tb MetRS inh	E coli Lon inh
CCCCn1c(N)c(N(CC)C(=O)CCNC(=O)c2ccc(Cl)cc2)c(=O)[nH]c1=O	-0.2	-7.3	1.1	-3.9	-2.8	3.2	-13.1	-0.1	-1.6
Cc1cc(C)c(S(=O)(=O)c2ccccc2)c(=O)[nH]1	2.5	-4.0	1.1	0.1	1.1	12.8	-1.2	0.4	-6.2
CC(=O)OCC1(O)CC23CCC4c5ccoc5CCC4(C)C2CCC1C3 (stereo unspecified)	0.4	18.3	-7.1	-1.8	0.9	13.8	6.2	-0.7	15.1
COc1ccc(CC(=O)O/N=C(\N)c2ccc(Br)cc2)cc1OC	0.3	2.8	6.6	-1.2	-5.2	15.8	15.4	0.3	-2.3
Cc1ccc(CSc2nc3ccsc3c(=O)n2Cc2ccccn2)cc1	-0.5	19.5	-1.7	-2.4	-3.9	-0.2	-7.7	0.1	2.0
COc1ccc(C(=O)Cc2nnc(C)s2)c(OC)c1	0.8	-8.5	8.3	0.1	-0.7	-2.2	9.4	0.1	-13.8
CCN(CC)CCCN=Cc1c(O)n(-c2ccccc2C)c(=O)c2ccccc12	2.0	-3.4	6.6	-3.1	-2.6	9.9	-6.4	0.5	-12.2
C=CCn1c(=O)c(C#N)cc2c(=O)n3ccccc3nc21	0.8	15.3	1.6	1.9	-0.5	10.8	-5.0	-0.3	-2.2
COc1ccc(C)cc1NCc1cc(=O)oc2cc(-c3ccccc3)c(O)cc12	0.1	-2.3	2.1	-1.5	4.5	8.5	-2.4	0.5	-13.1
Fc1ccc(/C=N/NC(=S)Nc2ccc(Cl)cc2Cl)cc1	-1.1	-0.5	2.8	-1.6	0.0	8.5	2.1	0.6	5.9
COc1cc(OC)c(C2CC(=O)N3CN(c4ccc(C)cc4)CSC3=C2C#N)cc1OC (stereo unspecified)	2.6	-0.4	-18.7	-4.6	-7.0	14.1	0.2	-0.2	-3.7
O=C1COc2ccc(S(=O)(=O)NCCc3ccc(Cl)cc3)cc2N1	-0.2	3.4	1.9	-1.6	2.9	17.5	6.2	-0.4	-5.9
COc1ccc([N+](=O)[O-])cc1NC(=O)Cn1ccsc1=N	1.6	-0.5	21.0	-2.7	0.3	5.4	-90.2	0.5	4.4
CCOc1cc(CNS(=O)(=O)c2ccc3c(c2)CC(=O)N3C)cc(OCC)c1OCC	1.8	-3.1	7.6	-2.2	-2.2	-7.2	22.6	0.0	-9.6
Cn1c(C(=O)NCC2CCCO2)cc2c(=O)n(C)c3ccccc3c21 (stereo unspecified)	2.0	1.2	-2.7	-0.4	5.5	9.8	-14.7	-1.5	2.6
O=C(CSc1ccccc1Cl)N1CCC(c2nc3ccccc3s2)CC1	0.4	15.2	-8.8	-2.8	1.6	11.9	16.9	-0.8	4.5
CCC1(c2ccc(F)cc2)NC(=O)N(CC(=O)Nc2cccc(S(=O)(=O)N3CCCCC3)c2)C1=O (stereo unspecified)	-0.1	7.2	31.0*	-5.1	13.5	-5.7	-10.0	-0.5	25.1
NC(CO)C(=O)NNCc1ccc(O)c(O)c1O (stereo unspecified)	3.0	-0.9	5.3	-2.5	-3.5	12.8	47.9*	-0.3	23.7
CCOc1ccc(NC(=O)CCNC(=O)c2ccco2)cc1	-0.4	-3.9	8.4	-1.6	-0.7	9.7	-30.9	-0.1	-1.0
CCN(CC(=O)Nc1ccc(NC(C)=O)cc1)C(=O)Cc1coc2cc(C)c(C)cc12	0.7	-1.4	-7.4	-3.1	5.7	6.1	-23.8	0.0	-8.6
Cn1ncc(N=Cc2ccccc2)c1C(=O)Nc1cccc(Cl)c1	-1.2	20.6	5.9	-3.2	-4.2	1.8	-7.4	-0.3	-4.1
COc1ccc(N/C(=N\c2nc(C)cc(C)n2)NC(C)=O)cc1OC	0.6	-1.5	6.6	3.7	1.1	1.3	-10.8	-0.7	11.0
Cc1ccc(C)c(N=Nc2nc3ccccc3n2C)c1	-0.7	12.5	17.4	-11.1	7.6	6.0	5.2	-1.4	3.4
CC(OC(=O)c1cc(=O)[nH]c2ccccc12)C(=O)NC1CCCCC1C (stereo unspecified)	-0.1	5.0	7.4	-7.9	-0.3	-2.8	11.8	-0.6	2.1
Cc1nccn1CCCN1C(=O)CNC1=S	-0.8	-5.1	2.0	-3.3	-5.7	1.2	-14.6	0.5	-5.6

(more compounds)
SMILES	MsrA inhibitor	FAS TE block	CendR NRP1 mod	MsrA act	MT1-MMP act inh	SKN-1 block	MLLE-PAM2 inh	Tb MetRS inh	E coli Lon inh
N=C1/C(=C/c2cccn2CCOc2ccccc2)C(=O)N=C2SC=C(c3ccccc3)N12	2.0	41.2	-16.2	0.7	-36.4	10.9	-5.8	0.7	-3.9
O=C(C1CC(=O)N(c2ccc3c(c2)OCCO3)C1)N1CCN(S(=O)(=O)c2cccc(F)c2)CC1 (stereo unspecified)	-2.0	-13.2	-10.4	-1.5	-1.7	20.9	-63.0	-0.1	-10.3
O=C(OCc1ccccc1)N1CCC2CC1c1ccc(N3CCNCC3)cc12 (stereo unspecified)	1.1	-9.0	-1.9	-5.7	-2.7	-8.2	-11.2	-1.6	2.5
COc1ccc(CNc2ncccn2)cc1OC	0.8	-5.6	6.7	-1.5	1.5	12.9	-8.3	-0.2	8.9
O=C(CCN1C(=O)c2ccccc2C1=O)NCc1ccc(F)cc1	0.4	-5.5	-0.4	-9.0	3.1	-3.6	-1.5	0.6	-0.1
Cc1cc(C(=O)Nc2ccc3nc(C)sc3c2)c2ccccc2n1	1.0	-6.4	-17.7	-7.2	-1.0	7.2	-5.7	0.5	-5.8
CCOC(=O)c1c(-c2ccc(C)o2)csc1NC(=O)CSc1nnnn1-c1ccccc1	1.3	21.1	-8.7	-5.9	-6.7	11.4	-9.8	0.1	2.3
C#CCOc1ccc(/C=C2/C(=O)ON=C2C)cc1Cl	-0.2	-3.6	-15.8	-2.8	6.1	9.3	15.1	2.8	9.2
CCCCn1c(O)c(N=Nc2ccccn2)c2ccccc21	0.5	39.9	24.0	0.3	1.8	7.0	-11.8	0.7	-19.9
COc1ccc(Cl)cc1CC1(C)C(=O)Nc2ccc(-c3ccccc3OC)cc21 (stereo unspecified)	0.6	18.7	9.1	-1.7	5.5	3.7	-12.9	1.1	-22.0
Cc1cccc(/C=N/NC(=O)c2ccc(NC(=O)c3ccccc3Cl)cc2)n1	-0.6	-3.1	8.3	1.4	-4.0	13.4	10.0	0.0	9.1
Cc1cc(N)n(-c2ccccc2C)n1	2.1	-9.4	10.3	-6.1	4.7	-7.0	-9.1	-0.1	-4.7
CNc1ccncc1S(=O)(=O)NC	1.0	-12.5	-12.1	-1.6	-4.1	3.3	2.5	-0.2	-5.5
COc1ccc(-n2nc3cc(N)c(Br)cc3n2)cc1	4.4	14.7	-7.0	-1.0	0.6	7.3	-8.0	-0.7	0.8
O=C(CN1C(=O)c2ccccc2C1=O)Nc1cccnc1	-0.7	-6.5	-3.7	4.6	2.7	7.5	-14.7	-0.1	2.8
Cc1ccc(S(=O)(=O)N(NC2=NS(=O)(=O)c3ccccc32)C(=O)c2ccccc2)cc1	0.1	-8.8	-3.1	-7.0	-1.9	0.4	12.7	-0.9	-3.9
O=C1c2ccccc2S(=O)(=O)N1CC1CC(c2ccccc2Cl)=NO1 (stereo unspecified)	-1.7	46.5	3.9	-1.3	2.0	15.6	10.6	0.8	-4.6
CC(C(=O)NN=C(c1ccccc1)c1ccccc1)N1CCOCC1 (stereo unspecified)	-0.5	-0.8	26.5*	-4.0	-10.6	1.1	3.0	-0.8	3.0
C=CCNC(=O)CN1CCC(c2nc3ccccc3[nH]2)CC1	0.1	-8.7	8.5	-3.1	-1.5	8.2	8.2	-0.1	-3.2
CNC(=O)c1[nH]cnc1C(=O)Nc1ccc(C)cc1	0.9	-7.6	3.7	-4.0	6.8	-3.7	-7.0	-0.1	-11.9
COc1ccc(N2CCN(C(=O)CNS(=O)(=O)c3ccc(C)c(C)c3)CC2)cc1	-0.6	-6.5	11.4	-6.4	-0.1	1.9	-12.6	-1.4	4.1
O=C(Nc1ccccc1-c1ccccc1)NC1CC2CCCC(C1)N2CCc1ccccc1 (stereo unspecified)	0.2	6.1	9.2	0.0	0.0	-2.9	6.0	-0.6	3.7
Cc1ccc(C(=O)c2ccccc2C(=O)OCC(=O)NCCc2ccccc2)cc1	-0.8	14.0	-1.8	2.7	-1.9	-4.2	-10.4	-0.5	-4.0
COc1ccc(NC(=O)C2CCN(c3nc(C)nc4c3CCC4)CC2)cc1	0.5	-7.5	-5.2	-3.0	1.4	6.8	1.5	0.1	1.5
O=C(Nc1ccccc1)Nc1n[nH]c2nnc(-c3ccccc3)c(-c3ccccc3)c12	-1.4	-24.0	3.5	-3.4	-0.8	7.2	-6.2	-0.6	-1.7

Going on with the list:
SMILES	MsrA inhibitor	FAS TE block	CendR NRP1 mod	MsrA act	MT1-MMP act inh	SKN-1 block	MLLE-PAM2 inh	Tb MetRS inh	E coli Lon inh
COC(=O)C[C@@H]1C[C@H]2c3cc(NC(=O)C4CCC4)ccc3O[C@H]2[C@@H](CO)O1	1.0	-7.0	-17.5	-3.8	1.0	-0.4	7.3	-0.9	1.2
Cc1nn(Cc2ccccc2Cl)c(C)c1NC(=O)NC12CC3CC(CC(C3)C1)C2	0.6	8.2	-4.0	1.1	-15.7	8.8	-5.7	0.3	-2.0
Cn1nnnc1Sc1ncnc2scc(-c3ccccc3C(F)(F)F)c12	0.6	2.1	0.2	-2.2	1.4	9.4	-28.8	-0.2	-1.5
CCCn1ncc(CN2CCC(CO)(Cc3ccc(OC)cc3)CC2)c1C	0.5	-6.8	-7.1	-4.8	3.5	6.2	-11.1	-0.9	-8.9
COc1ccc(C(=O)N2CCC(n3nccc3NC(=O)C3CC3)CC2)c(OC)c1OC	-0.2	-2.1	9.6	-0.9	-0.1	-3.3	-2.4	0.0	-10.8
CCOC(=O)N1CCN(S(=O)(=O)N2CCCC(C(=O)NCc3cccc(OC)c3)C2)CC1 (stereo unspecified)	0.0	-0.7	2.6	-7.0	-2.4	14.3	-9.4	-1.8	-5.6
O=C(CN1CCN(c2cccc(C(F)(F)F)c2)CC1)N(C1CC1)C1CCS(=O)(=O)C1 (stereo unspecified)	-0.8	-4.4	8.8	-1.0	7.9	4.3	-13.1	-0.4	10.1
N#CC(=C(O)COC(=O)Cc1c[nH]c2ccccc12)c1nc2ccccc2[nH]1	0.3	-4.4	-40.7	-3.9	-6.8	3.6	-42.8	-0.1	-39.9
C=CCC1(O)C(=O)N2C(=C1C(=O)N1CCOCC1)c1ccccc1CC2(C)C (stereo unspecified)	1.0	-10.8	14.6	-2.4	12.6	23.1	-4.4	-0.4	7.7

Two of these compounds, set out differently:
CCCn1ncc(CN2CCC(CO)(Cc3ccc(OC)cc3)CC2)c1C
  MsrA inhibitor: 0.5; FAS TE block: -6.8; CendR NRP1 mod: -7.1; MsrA act: -4.8; MT1-MMP act inh: 3.5; SKN-1 block: 6.2; MLLE-PAM2 inh: -11.1; Tb MetRS inh: -0.9; E coli Lon inh: -8.9

Cc1cccc(/C=N/NC(=O)c2ccc(NC(=O)c3ccccc3Cl)cc2)n1
  MsrA inhibitor: -0.6; FAS TE block: -3.1; CendR NRP1 mod: 8.3; MsrA act: 1.4; MT1-MMP act inh: -4.0; SKN-1 block: 13.4; MLLE-PAM2 inh: 10.0; Tb MetRS inh: 0.0; E coli Lon inh: 9.1
